Assay outcomes (PubChem)
Growth percent in the NCI-60 one-dose screen (48 h, 10 µM unless noted): 100 = growth as untreated, 0 = no growth, -100 = all killed.
A549/ATCC – A549/ATCC NSCLC; actives 3.7% (n = 81,000)
SK-MEL-5 – SK-MEL-5 melanoma; actives 6.4% (n = 80,000); AID 1794755
M14 – M14 melanoma | actives 6.2% (n = 80,000)
HOP-92 – HOP-92 NSCLC cells. actives 6.3% (n = 71,000). AID 1794738
SK-MEL-28 – SK-MEL-28 melanoma | actives 4.1% (n = 81,000)
EKVX – EKVX NSCLC; actives 3% (n = 71,000)
CCRF-CEM – CCRF-CEM leukemia; actives 7% (n = 77,000); AID 1794778
HOP-62 – HOP-62 NSCLC; actives 3.9% (n = 80,000); AID 1794735
An asterisk follows results filed as active; · = not tested or not shown; & = joins results of further samples. Rule for the calls: active = growth percent below 10; inactive = the rest. Rows are unselected. Share with any hit: about 12%.

SMILES	A549/ATCC	SK-MEL-5	M14	HOP-92	SK-MEL-28	EKVX	CCRF-CEM	HOP-62
Cc1cc(NS(=O)(=O)c2ccc(N=Nc3c(N)[nH]c(=O)[nH]c3=O)cc2)nc(C)n1	105	101	95	·	115	·	93	95
CC(C)OC(=O)OCOP(=O)(OCOC(=O)OC(C)C)C1CCCN(O)C1=O (stereo unspecified)	22	31	44	42	15	48	10	13
C/C(=C/c1ccccc1)C(=O)O	99	105	100	100	103	98	89	94
CCCCCCCCCC(=O)Oc1ccc(/C(=C(/C)Cc2cccc(OC)c2)c2ccc(OCCN3CCOCC3)cc2)cc1	98	99	100	110	·	101	108	99
O=C(NC1CC1)C1CN(c2cccc(Cl)c2)N(c2cccc(Cl)c2)C1=O (stereo unspecified)	69	64	76	49	88	81	78	92
COc1cc(C(=O)N2CCOCC2)cc(OC)c1OC	98&110	98	106&112	91&78	108&133	97&100	110&78	107&99
NC(Cc1ccc(O)cc1)C(=O)O (stereo unspecified)	81&106&96	107&102&99	96&98&98	98&75	96&115&108	101&101&90	95&123&87	104&101&84
CN(CCF)c1ccc(/C=C/C(=O)c2ccc(N)cc2O)cc1	69	68	107	94	101	94	61	106
COc1ccc(C(=O)NC(=O)Nc2ccc3c(c2)NC(=O)/C3=C\c2[nH]c(C)c(CCC(=O)O)c2C)c(F)c1	7.8*	25	33	84	31	73	12	20
O=C1CN(Cc2ccc3c(c2)OCO3)NO1	105&90	97&104	109&110	111&89	113&99	86&122	79&110	103&110
N=C1c2nc3n(c2C(=O)c2nc4n(c21)CCCC4)CCCC3	-31*	-98*	-96*	·	-67*	96	93	52
Cc1ccccc1/C=C1/SC(=O)N(CC(=O)N2CCN(c3cc4c(cc3F)c(=O)c(C(=O)O)cn4C3CC3)CC2)C1=O	100	101	101	120	103	104	110	101
COc1ccc(C2=Nn3c(NN)nnc3SC2)cc1	87	91	113	105	110	118	95	104
COC(=O)[C@]12CCC(C)(C)C[C@H]1C1=CC[C@@H]3[C@@]4(C)C/C(=C/c5cccnc5)[C@H](O)C(C)(C)[C@@H]4CC[C@@]3(C)[C@]1(C)CC2	96	95	111	92	111	93	85	108
Nc1ccccc1NC(=O)c1ccc(CCCC(=O)Nc2ccc(C3CC3N)cc2)cc1 (stereo unspecified)	35	-41*	27	·	18	54	·	·
Cc1nn(-c2nc(-c3ccc(C(F)(F)F)cc3)c(SC(C)C)s2)c(C(=O)O)c1-c1cccc(F)c1	32	87	96	80	102	66	43	33
C=C(c1cc(F)c(C(=O)O)c(F)c1)c1cc2c(cc1C)C(C)(C)CCC2(C)C	83	78	103	56	97	104	90	97
Cc1cccc(NC(=O)c2ccccc2C)c1	99	102	104	104	106	100	93	102
OCC1OC(n2cnc3c(NCc4ccco4)ncnc32)C(O)C1O (stereo unspecified)	22	24	31	-11*	68	65	6.7*	43
O=C1OC(c2ccccc2)=N/C1=C\c1ccccc1Cl	98&91	98&104	100&96	97&93	109&105	91&109	115&113	102&100
N#Cc1c(-c2ccc(Cl)cc2)nc2n[nH]c(-c3ccc(Cl)cc3)c2c1-c1cccs1	55	41	65	16	76	30	38	63
CC1(c2ccc(N)cc2)N=C(N)Nc2nc3ccccc3n21 (stereo unspecified)	98	97	118	81	114	106	91	91
Cc1ccc(-c2nc(SCC(=O)c3ccc(F)cc3)[nH]c(=O)c2C#N)cc1	105	104	101	105	102	101	108	94
Cc1ccccc1-c1cc2ccccc2c(=O)o1	67	96	97	·	111	73	·	·
O=C(/C=C/C12c3ccccc3C(c3ccccc31)C1C(=O)NC(=O)C12)c1ccc(I)cc1 (stereo unspecified)	72	70	74	64	64	66	1.5*	69

Next records follow:
SMILES	A549/ATCC	SK-MEL-5	M14	HOP-92	SK-MEL-28	EKVX	CCRF-CEM	HOP-62
CN(c1nc(CC(=O)N2CC[C@H](C(C)(C)O)C2)nc2sc3c(c12)CCCC3)C1CC1	91	92	89	108	101	102	99	92
CSc1nncc(=O)[nH]1	85&97	101&103	118&96	111	109&109	109	93&105	114&101
COc1cc2nc(Cl)nc(Nc3cccc(C(=O)/C=C/c4ccc5c(c4)OCO5)c3)c2cc1OC	91	97	103	94	111	96	82	111
COc1cc2c3c(c(=O)oc2cc1OS(=O)(=O)c1ccc(C(F)(F)F)cc1)CCCCC3	75	69	84	57	76	·	90	64
Cc1ccccc1NC(=O)N/C(N)=N/c1nc(C)c(C)s1	40	40	24	74	61	55	13	44
COc1ccc(-n2c(SCc3cc(OC)c(OC)c(OC)c3)nc3ccc(Cl)cc3c2=O)c(OC)c1	99	103	111	119	112	·	115	105
CCN(CC)CCC(O)c1ccc(Cl)c2ccccc12 (stereo unspecified)	100	100	103	116	103	106	107	111
COc1cc(/C=N/Nc2nc(-c3cc(O)c(C)c(C)c3O)cs2)ccc1O	108	100	103	125	116	100	111	117
COc1ccc2sc(NCN3N=C(C)CC3=O)nc2c1	105	·	108	·	106	·	102	107
c1ccc2c[n+](C[n+]3ccc4ccccc4c3)ccc2c1	·	101	101	·	107	·	·	102
Nc1ccccc1NC(=O)c1ccc(CSc2nc(N3CCOCC3)c3cccn3n2)cc1	12	-41*	5.1*	-6.7*	16	26	5.4*	15
Cc1ccc(S(=O)(=O)NC(=O)N2CCCC2)cc1	103	104	100	96	127	143	86	99
Clc1ccc(CN2COc3c(ccc4cccnc34)C2)cc1Cl	-4.9*	-1.0*	-3.9*	-9.9*	33	1.4*	-11*	-2.7*
O=C(Nc1ccc2c(O)cc(S(=O)(=O)O)cc2c1)c1ccc([N+](=O)[O-])cc1	79	95	95	90	102	94	89	83
OC1c2ccccc2Oc2ccccc21	106	99	·	72	102	104	98	99
CS(=O)(=O)c1ccc(-c2nc3cc(Cl)ccc3n2CC(=O)O)cc1	90	104	93	84	98	100	91	82
C=C1C[C@@H]2NC(=O)C(=O)N(C(c3ccccc3)c3ccccc3)[C@H]2[C@]1(C#N)CC	95	108	105	89	109	102	99	99
Cc1ccc(N=Nc2c(N)nn3cc(-c4nc5ccccc5s4)c(N)nc23)cc1	105	100	97	82	100	96	97	98
c1ccc2c(c1)CCCC2C1=NCCN1 (stereo unspecified)	109	102	102	·	118	102	92	96
O=C(Nc1ccc2ncnc(Nc3ccc(S(=O)(=O)Nc4ccccn4)cc3)c2c1)c1cccs1	100	92	104	81	97	95	103	116
Cc1cnc(SCc2ccccc2)[nH]c1=O	94	100	105	100	109	108	94	89
SCc1nc2ccccc2[nH]1	98	95	100	·	109	·	108	105
COC(=O)c1c(C(=O)OC)c2n(CC(=O)Nc3cccc4cccnc34)c3ccccc3n2c1C(=O)c1ccc(OC)cc1	103	100	98	101	105	101	97	98
O=C1CCCc2cc(OCCCC(=O)N3CCCCC3)ccc2N1	114	105	102	·	117	108	93	104
N#Cc1ccc(Nc2nn3c(SCC(=O)c4ccccc4)nnc3s2)cc1	99	98	104	93	106	106	103	102

Remaining list, next part
SMILES	A549/ATCC	SK-MEL-5	M14	HOP-92	SK-MEL-28	EKVX	CCRF-CEM	HOP-62
C=C(CN1CCc2c([nH]c3ccccc23)C1)c1ccc(C(=O)Nc2noc3ccccc23)cc1	·	81	105	·	112	·	79	94
O=C(CSc1ccc(-c2ccc(Br)cc2)nn1)Nc1nc2ccccc2[nH]1	98	63	113	98	100	79	93	99
CCC(CCC(C)C1CCC2C3CC=C4CC(O)CCC4(C)C3CCC12C)C(C)C (stereo unspecified) (tested in a mixture with another compound)	·	96	92	·	92	115	60	114
Cc1cc(C)c(CCCC(=O)c2c(C)cc(C)cc2C)c(C)c1	90	98	107	83	108	88	96	96
O[C@H](c1cc(C(F)(F)F)nc2c(C(F)(F)F)cccc12)[C@@H]1CCCCN1	67&57	74&85	72&67	-8.3*	89&94	83&65	72&77	75&71
COc1cc(C(=O)C[n+]2cccc3ccccc32)cc(OC)c1OC	99	101	97	75	104	101	98	101
CCOc1ccc2ccccc2c1-c1nc2sc3c(c2c(=O)[nH]1)CCCC3	87	96	90	83	82	·	96	84
O=C(/C=C/C=C/c1ccc2c(c1)OCO2)N1CCCCC1	99&104	98&98	99&109	90&97	94&129	96&79	107&109	100
Cc1nc(Nc2ccc(OCCCBr)cc2)c2cnn(-c3ccccc3)c2n1	72	96	95	·	108	77	·	·
COc1ccccc1S(=O)(=O)Nc1ccc2c3c(cc(-c4cnn(C)c4)nc13)C(=O)N2C	39	29	43	27	63	40	56	33
C(=C/c1cnnc2ccccc12)/c1ccccc1	79	86	98	80	115	82	105	98
O=C(Cc1ccccc1)NCO	·	102	100	98	109	95	98	94
COc1ccc(C(=O)NC(=O)Nc2ccc3c(c2)NC(=O)/C3=C\c2[nH]c(C)c(C(=O)O)c2C)cc1	98	87	91	-1.1*	102	82	64	96
C=C(C)[C@@H]1CC[C@]2(N=C=O)CC[C@]3(C)[C@H](CC[C@@H]4[C@@]5(C)Cc6c([nH]c7ccccc67)C(C)(C)[C@@H]5CC[C@]43C)[C@@H]12	74	101	71	66	106	89	68	89
O=C(c1ccc(Br)cc1)C1C(c2ccc(Br)cc2)C2CCCN2C12C(=O)Nc1ccccc12 (stereo unspecified)	50	91	74	74	99	62	72	74
COc1ccc(/C=C2/N=C3N(N=C(CCl)N3c3ccccc3)C2=O)cc1	109	102	104	89	116	104	95	100
C/C(=N\Nc1ccc([N+](=O)[O-])cc1[N+](=O)[O-])c1ccc[nH]1	101	103	109	56	98	109	98	114
O=c1nc(-c2ccco2)sc(=O)[nH]1	148	109	111	109	107	94	78	115
COc1cc(NC(C)=O)c2ncccc2c1Br	88	101	110	102	116	96	108	102
C[C@@H]1CN(c2c(F)c(F)c3c(=O)c(C(=O)O)cn(C4CC4)c3c2F)C[C@H](C)N1	99	·	109	·	123	102	113	111
O=C(N/N=C\c1ccccc1O)C1CC1	102	109	109	91	114	109	84	105

Profiles from above. Values in the order: A549/ATCC	SK-MEL-5	M14	HOP-92	SK-MEL-28	EKVX	CCRF-CEM	HOP-62
Results for C[C@@H]1CN(c2c(F)c(F)c3c(=O)c(C(=O)O)cn(C4CC4)c3c2F)C[C@H](C)N1 → 99	·	109	·	123	102	113	111
Results for CCC(CCC(C)C1CCC2C3CC=C4CC(O)CCC4(C)C3CCC12C)C(C)C (stereo unspecified) (tested in a mixture with another compound) → ·	96	92	·	92	115	60	114
Results for N=C1c2nc3n(c2C(=O)c2nc4n(c21)CCCC4)CCCC3 → -31*	-98*	-96*	·	-67*	96	93	52
Results for Cc1ccc(S(=O)(=O)NC(=O)N2CCCC2)cc1 → 103	104	100	96	127	143	86	99

Reprinted from the listing for reference:
SMILES	A549/ATCC	SK-MEL-5	M14	HOP-92	SK-MEL-28	EKVX	CCRF-CEM	HOP-62
O=C(/C=C/C=C/c1ccc2c(c1)OCO2)N1CCCCC1	99&104	98&98	99&109	90&97	94&129	96&79	107&109	100
Cc1nc(Nc2ccc(OCCCBr)cc2)c2cnn(-c3ccccc3)c2n1	72	96	95	·	108	77	·	·
COc1ccccc1S(=O)(=O)Nc1ccc2c3c(cc(-c4cnn(C)c4)nc13)C(=O)N2C	39	29	43	27	63	40	56	33
C(=C/c1cnnc2ccccc12)/c1ccccc1	79	86	98	80	115	82	105	98
O=C(Cc1ccccc1)NCO	·	102	100	98	109	95	98	94

As entered above.
For SK-MEL-28, C(=C/c1cnnc2ccccc12)/c1ccccc1 has 115
For HOP-92, COc1cc(NC(C)=O)c2ncccc2c1Br has 102
